High-throughput results: PubChem, several laboratories
PfHsp90 set2: growth inhibition of PfHsp90-expressing yeast, primary screen, antimalarial PfHsp90 inhibitor project, S. cerevisiae, BacTiter-Glo luminescence, single point, set 2 | BacTiter-Glo ATP, 48 h; yeast lacking PDR1 and PDR3 efflux regulators | inhibition, % at 9.4 µM | 310,000 tested, 0.32% active | AID 504621, 2011;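 active means every replicate shows inhibition above about 80%, whatever the replicate mean, limit read from the data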;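 further: 0% = DMSO neutral controls and 100% = 20 µM radicicol positive controls; yeast relying on Plasmodium falciparum Hsp90 in place of its own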
CAL PDZ FP: CAL PDZ peptide-binding inhibitors, primary screen, biochemical, fluorescence polarization, Cer-tagged CAL PDZ, HTS | purified CAL PDZ, TMR-peptide fluorescence polarization, 1 h | Golgi-associated PDZ and coiled-coil motif-containing protein (Homo sapiens), Q9HD26 | 330,000 tested, 0.02% active | AID 504414, 2011 | inhibition, % at 20 µM;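 active means highest replicate inhibition of at least 40%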;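 further: plate controls were DMSO neutral control wells for no effect and unlabeled competitor peptide control wells for full effect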
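material = purified tagged CAL PDZ domain construct (CerCALP) | buffer or medium = sodium phosphate/NaCl buffer pH 7.4 with TCEP, IgG, Thesit | reagent = TMR-labelled reporter peptide T*-PRC34 bound in PDZ groove | incubation = 1 h room-temperature incubation prior to read | measured by = fluorescence polarization (mP) | evaluation = percent inhibition from loss of millipolarization | control set = unlabelled peptide and DMSO controls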
Rtt109 Vps75: inhibitors of C. albicans Rtt109/Vps75 HAT, primary screen, biochemical, ThioGlo CoA-SH fluorescence, plate reader. Histone acetyltransferase RTT109 (Candida albicans (strain SC5314 / ATCC MYA-2876)), …. purified Rtt109/Vps75, 4 h. inhibition, % at 34.9 µM. 330,000 tested, 0.16% active. AID 540336, 2011;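 active means inhibition of at least 50% in every replicate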
Target sequence (Q5AAJ8 whole entry, looked up): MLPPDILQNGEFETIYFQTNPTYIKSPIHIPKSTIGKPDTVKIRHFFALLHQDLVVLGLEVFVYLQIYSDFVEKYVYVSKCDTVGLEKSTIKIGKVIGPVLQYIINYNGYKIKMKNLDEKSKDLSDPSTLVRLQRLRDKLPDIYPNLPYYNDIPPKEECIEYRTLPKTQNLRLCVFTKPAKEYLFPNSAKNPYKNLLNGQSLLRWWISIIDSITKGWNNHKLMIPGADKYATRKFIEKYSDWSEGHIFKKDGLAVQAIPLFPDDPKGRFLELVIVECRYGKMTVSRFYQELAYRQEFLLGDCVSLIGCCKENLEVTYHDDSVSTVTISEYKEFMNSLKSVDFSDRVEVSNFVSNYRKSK
Tat transport: E. coli Tat export inhibitors, primary screen, MC4100, TorA-mCherry reporter, fluorescence, single point; inhibition, % at 10 µM; 340,000 tested, 0.036% active;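 active means mean replicate inhibition at least 50% and at least half of replicates individually reaching 50%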;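 further: exported cargo escapes ClpAP degradation while cytoplasmic cargo is degraded and loses fluorescence; 0% = median of neutral control wells and 100% = median of NaSCN control wells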
PvdQ acylase: P. aeruginosa PvdQ acylase inhibitors, primary screen, biochemical, fluorescence, plate reader and imaging, single point. AID 488965, 2010. 340,000 tested, 0.063% active. purified PvdQ acylase. PvdQ acylase [Pseudomonas aeruginosa LESB58]. inhibition, % at 10 µM; in the data active means inhibition above about 30%, passing the limit was not always enough;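 further: 0% = vehicle neutral wells and 100% = reference inhibitor wells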
E coli growth: E. coli V3065 growth inhibition, primary screen, counter-screen for AddAB inhibitor project, absorbance, OD600; 18 h; inhibition, % at 11.9 µM; 330,000 tested, 0.27% active;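 active means inhibition above the campaign's mean inhibition across all tested compounds plus 3 SD, cut at about 9.9% in these data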;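 further: uninfected addAB+ strain grown without phage in ampicillin broth; 0% = DMSO wells and 100% = ciprofloxacin 0.95 µg/ml wells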
AddAB inh: growth inhibition of E. coli expressing H. pylori AddAB, primary screen, AddAB inhibitor project, absorbance. AID 435030, 2010. inhibition, % at 11.9 µM. 330,000 tested, 0.29% active; in the data active means inhibition above about 12%;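 further: 0% = vehicle wells of infected cells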
DAGLB inhibitor: DAGLB lipase inhibitors, primary screen, biochemical, fluorescence, HTS | AID 504411, 2011 | Diacylglycerol lipase-beta (Homo sapiens), Q8NCG7 | inhibition, % at 5.17 µM | HEK293T DAGLB membrane lysate, EnzChek fluorogenic substrate | 340,000 tested, 0.059% active; in the data active means inhibition above about 34%;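 further: 0% = enzyme with vehicle and 100% = wells lacking enzyme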
Target sequence (Q8NCG7 whole entry, looked up): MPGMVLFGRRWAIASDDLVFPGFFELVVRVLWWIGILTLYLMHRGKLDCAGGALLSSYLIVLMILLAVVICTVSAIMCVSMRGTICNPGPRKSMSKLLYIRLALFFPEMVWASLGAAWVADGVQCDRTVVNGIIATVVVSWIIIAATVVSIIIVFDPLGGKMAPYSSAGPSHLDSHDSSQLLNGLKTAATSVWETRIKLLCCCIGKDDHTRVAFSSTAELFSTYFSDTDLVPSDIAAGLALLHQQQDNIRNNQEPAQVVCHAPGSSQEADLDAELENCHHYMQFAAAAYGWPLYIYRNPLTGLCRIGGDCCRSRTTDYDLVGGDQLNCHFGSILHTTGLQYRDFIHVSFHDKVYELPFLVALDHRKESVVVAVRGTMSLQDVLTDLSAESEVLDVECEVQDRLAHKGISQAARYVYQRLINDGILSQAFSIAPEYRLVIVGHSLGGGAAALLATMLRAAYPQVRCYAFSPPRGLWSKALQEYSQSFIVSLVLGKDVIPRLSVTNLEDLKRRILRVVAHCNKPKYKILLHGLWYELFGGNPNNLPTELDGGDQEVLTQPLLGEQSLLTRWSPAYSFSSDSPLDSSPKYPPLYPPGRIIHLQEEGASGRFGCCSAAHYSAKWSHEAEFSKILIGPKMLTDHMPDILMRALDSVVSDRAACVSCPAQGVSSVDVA
Wnt bcat act: Wnt/beta-catenin pathway activators, primary screen, cell-based, plate reader, single point; Wnt/beta-catenin reporter cell assay, activator; activation, % at 9.35 µM; 300,000 tested, 1.2% active; in the data active means activation above about 30%, passing the limit was not always enough;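 further: 0% = neutral control wells and 100% = positive control wells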
phage Ecoli inh: growth loss of phage-infected E. coli, primary screen, RecBCD inhibitor project, absorbance, with phage, HTS. inhibition, % at 11.9 µM. 360,000 tested, 0.26% active; in the data active means inhibition above about 11%
* hit, by the source's call; x = not tested or not shown.

SMILES	PfHsp90 set2	CAL PDZ FP	Rtt109 Vps75	Tat transport	PvdQ acylase	E coli growth	AddAB inh	DAGLB inhibitor	Wnt bcat act	phage Ecoli inh
NS(=O)(=O)c1ccc(NC(=O)CSc2nc3ccccc3[nH]2)cc1	-17	-5.3	6	-1	-9	2.3	3.6	0	1	6.7
Cc1ccc2nc(NS(C)(=O)=O)sc2c1	7	21	-4	-1	-9	-0.3	0.6	3	0	3.7
CCOc1ccc(S(=O)(=O)NCCCN2CCOCC2)cc1	5	-1.1	-2	-6	15	0.9	2.1	4	-1	2.7
COc1cc(/C=C(/C(=O)c2cccs2)c2nc3ccccc3[nH]2)ccc1O	16	0.2	37	-13	-10	-0.9	-1.5	5	x	2.2
COc1cccc(-c2nc(-c3ccc4c(c3)-c3ccccc3S4(=O)=O)c(-c3ccccc3)[nH]2)c1OC	3	-0.3	-1	-2	8	-2.1	1.0	2	x	0.7
O=c1c(C/C=C/c2ccccc2)c(O)ccn1Cc1ccc(Cl)cc1Cl	-8	-1.1	-3	10	-7	5.5	-0.3	1	-1	2.5
Cc1ccccc1Nc1nc(N)nc(COC(=O)c2ccc(S(=O)(=O)N(C)C)cc2)n1	-2	-0.5	4	-1	-21	-2.3	1.6	-23	x	3.4
Cc1c(Cl)cccc1NS(=O)(=O)c1ccc(-c2ccc(=O)[nH]n2)o1	13	-3.6	x	3	3	-3.6	1.7	0	-1	1.5
CC(=O)N(CCc1ccccc1)Cc1cc2ccc(C)c(C)c2[nH]c1=O	-9	-0.4	-1	-4	-19	-0.9	-0.4	-1	1	-3.5
CCOC(=O)C(C)Sc1nc2c(c(=O)[nH]c(=O)n2C)n1Cc1ccc(Cl)cc1 (stereo unspecified)	-16	-2.8	2	0	-11	1.1	0.5	4	0	1.3
O=C(CC1Oc2ccccc2NC1=O)NCCCN1CCN(Cc2ccccc2)CC1 (stereo unspecified)	12	0.4	-8	-4	-16	1.3	4.7	0	x	x
O=C(O)CCNC(=O)C12CC3CC(CC(C3)C1)C2	-15	0.4	-1	-1	1	-0.3	1.5	1	0	3.1
O=C1CC2(CCCC2)Oc2ccc(F)cc21	12	0.7	2	1	4	-3.8	-2.7	-5	-2	4.8
Cc1cccc(-c2nc3sc(C)cc3c(=O)o2)c1	29	-1.1	-6	-3	-12	0.8	0.7	-4	5	2.0
COC(=O)C(NC(=O)c1ccccc1Cl)(Nc1ncc(S(=O)(=O)c2ccc([N+](=O)[O-])cc2)s1)C(F)(F)F (stereo unspecified)	x	x	26	-7	-12	0.4	1.7	4	-6	0.9
COc1ccc2cc3cc(C(=O)N4CCN(c5ccccn5)CC4)oc3nc2c1	-23	-3.7	-5	3	-8	0.7	1.9	-3	0	0.2
O=C(NCCc1ccccc1)Nc1cccc(Cl)c1	6	-2.6	5	3	-8	0.9	6.1	-6	x	5.1
COc1ccc(CC(=O)Nc2ccc3c(c2)OCO3)cc1S(=O)(=O)N1CCOCC1	4	x	-6	6	-3	1.1	0.8	-7	-1	1.3
Nc1c(Cl)ncnc1N/N=C/c1ccc2ccccc2n1	-5	-1.3	10	-2	-2	24*	27*	6	-3	26*
O=c1[nH]cccc1-c1nc2ccccc2n1Cc1cccc(F)c1	4	-2.7	19	0	-21	-3.1	-2.5	-1	-1	0.0
N#CC1=C(Nc2ccccc2)SC=C(c2ccc(Br)cc2)N=C1N1CCOCC1	-31	-0.9	-4	-2	-9	0.0	0.1	0	-2	2.5
CCOC(=O)c1c(NC(=O)CN2CCOCC2)sc2c1CCCC2	-38	-2.9	1	8	11	-2.0	3.9	-3	-8	-0.1
O=C(Nn1c(-c2ccc(Br)cc2)nc2ccccc2c1=O)c1ccc([N+](=O)[O-])cc1	13	-1.0	5	-3	9	-1.4	0.0	8	x	7.3
CC1(C)O[C@@H]2[C@H](O1)[C@@H](CO)O[C@H]2n1cnc2c(N)ncnc21	27	-1.6	0	-8	-13	-0.2	2.3	-2	3	1.4
Cc1ccc(Cn2c(SCC(=O)N3CC(=O)Nc4ccccc43)nc3ccccc3c2=O)cc1	6	-2.1	2	-2	-14	0.5	5.3	2	-3	3.3

Going on with the list.
SMILES	PfHsp90 set2	CAL PDZ FP	Rtt109 Vps75	Tat transport	PvdQ acylase	E coli growth	AddAB inh	DAGLB inhibitor	Wnt bcat act	phage Ecoli inh
COc1ccc(/C=C2\Sc3ccc(C(=O)NCc4cccnc4)cc3N(C)C2=O)cc1OC	12	-1.4	9	-2	5	-1.3	-1.4	0	-3	0.1
O=C(N/N=C/c1c[nH]c2ccccc12)c1cc(Br)ccc1O	-29	0.2	-1	-13	-15	0.0	1.0	8	0	2.2
COc1ccc(CCN(Cc2cc3ccc(C)cc3[nH]c2=O)C(C)=O)cc1OC	5	-2.4	-2	-10	-14	0.7	2.5	0	-2	1.4
O=c1c2c3nc4ccccc4nc3n(-c3ccc4c(c3)OCCO4)c2ncn1C1CCCC1	6	0.0	7	-5	-1	1.9	2.2	0	x	2.1
CC(C)CCN1CC(=O)N2Cc3[nH]c4ccccc4c3C[C@H]2C1=O	-13	0.9	11	-8	-12	1.2	1.6	-5	0	0.4
Cc1ccc(S(=O)(=O)N2CCOCC2)cc1N/N=C(\C#N)c1nc2ccccc2[nH]1	-27	-3.5	-4	-5	-5	-3.9	1.6	1	-9	5.3
Cc1cn(CC(=O)NCc2ccccc2)c(=O)[nH]c1=O	18	-0.7	7	7	-11	x	x	-4	0	0.8
C=CCOc1cccc(C(=O)N2CCCC(CNS(=O)(=O)c3cccs3)C2)c1 (stereo unspecified)	-8	-0.4	-2	-3	7	0.0	0.9	0	-1	4.0
O=C1CCN(Cc2ccccc2)CCN1CCO	-8	-0.2	-7	-1	9	2.1	2.3	0	0	1.5
OCc1cccc[n+]1Cc1ccccc1	-1	-0.5	2	6	-13	1.1	1.9	-2	-1	0.9
O=C(NCC1CCN(C(=O)c2ccc([N+](=O)[O-])cc2)CC1)c1ccc([N+](=O)[O-])cc1	25	-1.5	0	-9	-10	2.0	2.5	2	-5	0.6
O=C(Cn1cnc2ccccc21)Nc1ccc(SC(F)F)cc1	-12	-2.3	3	-29	1	13*	15*	-4	12	17*
Cc1oc(-c2ccc(-c3ccccc3)cc2)nc1CN(C)C1CCOC1 (stereo unspecified)	-11	-2.1	7	4	-11	-1.4	-0.9	-2	0	0.6
O=C1c2ccsc2SCCN1Cc1cccc(Cl)c1	33	-1.5	16	15	-7	-0.9	1.9	-3	x	2.6
CC(=O)Nc1ccc(S(=O)(=O)N(CCCN2CCOCC2)Cc2cccs2)cc1	-13	-8.6	-3	5	10	0.5	2.4	-1	-2	1.4
CCOC(=O)Cn1c(=NC(=O)c2ccc([N+](=O)[O-])s2)sc2ccccc21	7	-3.0	-14	9	-1	-2.8	2.2	1	-4	3.3
[O-][n+]1onc2c1CCc1nnc(-c3ccccc3)cc1-2	x	0.9	0	3	14	3.1	6.7	-2	x	-0.5
COc1ccccc1C(=O)N(Cc1ccccc1)c1ccc(C)cc1	-15	-2.6	-6	0	-14	0.8	0.9	-8	1	2.3
CCCN(CC(=O)Nc1ccccc1C)C(=O)Cc1n[nH]c(=O)c2ccccc12	1	0.2	1	4	-4	-0.3	-0.6	-4	2	0.6
CCN(C(=O)COC(=O)c1ccc(C)c(S(=O)(=O)N2CCCCC2)c1)C1CCS(=O)(=O)C1 (stereo unspecified)	-34	-0.6	-1	-7	-26	0.8	1.2	1	-1	1.8
CC1CCc2c(sc(NC(=O)CSc3nc4c(c(C(F)(F)F)n3)CCc3ccccc3-4)c2C(N)=O)C1 (stereo unspecified)	6	-1.2	0	-5	-9	1.6	4.5	-2	x	0.2
O=C(O)c1nnsc1-c1csnn1	-13	-0.3	6	0	-1	x	x	-1	-1	3.6
COc1ccc(-n2c(COc3cccc(C)c3)nnc2SCC(=O)O)cc1	-10	x	-6	-5	-16	-1.3	0.8	-1	-1	1.4
COc1cc2c(cc1/C=C1/NC(=O)N(c3ccccc3)C1=O)OCO2	0	0.3	-18	-1	8	0.2	-0.2	-1	x	0.4
O=C(CCN1C(=O)/C(=C/c2cccs2)SC1=S)Nc1ccccn1	17	-0.8	-14	1	-12	1.2	0.2	3	-1	4.7
CC1(C)CC(=O)C(C2C3=C(CC(C)(C)CC3=O)Oc3ccc4ccccc4c32)C(=O)C1 (stereo unspecified)	-2	-0.8	26	-4	1	1.7	4.0	8	4	0.1
COc1cc2cnc(-c3ccccc3)c(C(=O)c3ccc(OCc4ccccc4)cc3)c2cc1OC	-16	-1.2	9	-8	3	-1.8	0.4	-5	-4	1.5
Cc1noc(C)c1NC(=O)N(C)C[C@@H]1Oc2ccc(NC(=O)CCC(F)(F)F)cc2CC(=O)N([C@@H](C)CO)C[C@@H]1C	24	-0.3	-2	-5	-7	-1.1	2.6	0	11	1.3
Cc1ccc2[nH]c(O)c(N=NC(=O)c3ccc(NS(=O)(=O)c4cccs4)cc3)c2c1	4	-0.1	2	2	-9	-2.6	1.2	12	7	1.4
CCOC(=O)Cn1nnnc1C(CC)N(Cc1cc2ccc(C)cc2[nH]c1=O)C1CCCC1 (stereo unspecified)	-21	x	9	-8	-17	1.7	0.3	4	x	-0.5

Four compounds already listed, ordered by their value in PvdQ acylase, rising:
Structure | CAL PDZ FP | Rtt109 Vps75 | Tat transport | PvdQ acylase | DAGLB inhibitor | Wnt bcat act | phage Ecoli inh
Cc1ccc2nc(NS(C)(=O)=O)sc2c1 | 21 | -4 | -1 | -9 | 3 | 0 | 3.7
COc1ccc2cc3cc(C(=O)N4CCN(c5ccccn5)CC4)oc3nc2c1 | -3.7 | -5 | 3 | -8 | -3 | 0 | 0.2
CCCN(CC(=O)Nc1ccccc1C)C(=O)Cc1n[nH]c(=O)c2ccccc12 | 0.2 | 1 | 4 | -4 | -4 | 2 | 0.6
CC(=O)Nc1ccc(S(=O)(=O)N(CCCN2CCOCC2)Cc2cccs2)cc1 | -8.6 | -3 | 5 | 10 | -1 | -2 | 1.4

Single records (already shown). Order of screens: PfHsp90 set2 | CAL PDZ FP | Rtt109 Vps75 | Tat transport | PvdQ acylase | E coli growth | AddAB inh | DAGLB inhibitor | Wnt bcat act | phage Ecoli inh
O=C(N/N=C/c1c[nH]c2ccccc12)c1cc(Br)ccc1O in the list: -29 | 0.2 | -1 | -13 | -15 | 0.0 | 1.0 | 8 | 0 | 2.2
CCOC(=O)Cn1c(=NC(=O)c2ccc([N+](=O)[O-])s2)sc2ccccc21 in the list: 7 | -3.0 | -14 | 9 | -1 | -2.8 | 2.2 | 1 | -4 | 3.3
Cc1oc(-c2ccc(-c3ccccc3)cc2)nc1CN(C)C1CCOC1 (stereo unspecified) in the list: -11 | -2.1 | 7 | 4 | -11 | -1.4 | -0.9 | -2 | 0 | 0.6
COc1ccc(/C=C2\Sc3ccc(C(=O)NCc4cccnc4)cc3N(C)C2=O)cc1OC in the list: 12 | -1.4 | 9 | -2 | 5 | -1.3 | -1.4 | 0 | -3 | 0.1
